Screening data deposited in PubChem by several laboratories.
HUVEC prolif 384: inhibitors of human endothelial cell proliferation | HUVEC proliferation, CellTiter-Glo luminescence, 72 h; active compounds read low | viability, % at 10 µM (by protocol) | 1.1% of 86,000 active | AID 648;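 active = viability at or below 30%; inactive = viability above 30%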;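 note: 100% = median luminescence of DMSO-only cell control wells on each plate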
ERa coact pot: ER-alpha (human) coactivator binding potentiation; P03372; TR-FRET ERalpha-LBD/SRC-Cy5 coactivator binding, 2 h; 100 = basal binding, no effect; coactivator binding (% of control), % at 25.6 µM; 1.3% of 86,000 active; AID 639; in the data active = activity above about 200%;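 note: binding measured in presence of low estradiol as agonist stimulus; 0% = peptide alone without receptor and 100% = receptor with peptide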
H69AR inhibit: growth inhibitors of human H69AR lung tumor cells; H69AR lung tumor viability, ATP luminescence, 72 h; active compounds read low; AID 598; 6% of 85,000 active; viability, % at 10 µM;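 active = viability at or below 40%; inactive = viability above 40%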;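 note: multidrug resistant small cell line overexpressing MRP-1 efflux transporter; 100% = mean luminescence of untreated control wells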
CD11b adhes enh: increases human CD11b/CD18 adhesion to fibrinogen; P05107+P11215; K562 CD11b/CD18 adhesion to fibrinogen, ATPlite luminescence; activation, % at 10 µM; 0.07% of 93,000 active; AID 1499;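 active = 10 µM primary screen giving 50% or more activity, confirmed by 40% or more on retest at that dose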; note: strong numbers were not always called active
CYP2C19 activ: activators of human cytochrome P450 2C19 | recombinant CYP2C19, luciferin-H EGE luminescence; active compounds read high; 0 = fully inhibited enzyme, 1 = untreated enzyme | activation factor at 5 µM | 96,000 tested, under 10 active | P33261;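 active = activation factor of at least 2 at 5 µM in the primary screen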;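 note: 0 = wells with 2.5 mM tranylcypromine and 1 = vehicle-only wells; values of inactives mirror those of a sister screen read the other way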
Target sequence (P33261 whole entry, looked up): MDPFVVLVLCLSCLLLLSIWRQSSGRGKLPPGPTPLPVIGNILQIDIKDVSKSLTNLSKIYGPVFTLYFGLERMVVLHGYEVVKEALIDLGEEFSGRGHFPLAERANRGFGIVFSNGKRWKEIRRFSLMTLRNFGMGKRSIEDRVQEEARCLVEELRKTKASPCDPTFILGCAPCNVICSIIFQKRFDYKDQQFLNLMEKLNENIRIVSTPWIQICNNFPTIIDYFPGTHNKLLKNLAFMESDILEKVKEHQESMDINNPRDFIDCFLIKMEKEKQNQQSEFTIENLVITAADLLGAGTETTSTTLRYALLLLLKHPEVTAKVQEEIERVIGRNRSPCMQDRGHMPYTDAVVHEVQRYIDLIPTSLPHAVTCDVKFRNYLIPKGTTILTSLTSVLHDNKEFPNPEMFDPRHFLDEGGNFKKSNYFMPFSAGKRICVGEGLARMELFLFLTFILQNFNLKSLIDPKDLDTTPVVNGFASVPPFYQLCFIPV
CD11b adhes inh: inhibitors of human CD11b/CD18 binding to fibrinogen | inhibition, % at 10 µM | AID 1497 | 0.54% of 93,000 active | K562 CD11b/CD18 adhesion to fibrinogen, ATPlite luminescence; Mn2+ added to activate the integrin;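 active = primary inhibition of 50% or more at 10 µM, then 40% or more on retest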; note: some results filed as inactive read as strong as hits
ERa SRC1 inh: blocks coactivator binding to human estrogen receptor alpha. P03372. TR-FRET ER-alpha LBD / SRC-1 peptide, estradiol-bound. inhibition, % at 25.6 µM. 1.7% of 86,000 active; in the data active = inhibition above about 50%;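 note: 0% = receptor plus peptide control and 100% = peptide only without receptor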
Fibroblast inh: blocks proliferation of human lung fibroblasts. viability, % at 10 µM. 1.1% of 85,000 active. LL 47 human lung fibroblast viability, ATP luminescence; active compounds read low;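 active = viability at or below 50% in the single dose screen; inactive = viability above 50%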;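 note: compound exposure lasted 72 h before the ATP readout; 100% = median luminescence of untreated cell-only wells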
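test system = LL 47 human lung fibroblasts | amount = 1,150 fibroblasts seeded per well | medium = 15% FBS in IMEM | times = overnight cell rest, 72 h compound treatment at 37 °C | measured by = CellTiter-Glo luminescence measuring cellular ATP | read-out = viability percentage against median untreated-cell control | benchmarks = cell-only wells, no compound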
CYP2C19 inhib: inhibitors of human CYP2C19. 21% of 96,000 active. inhibition, % at 5 µM. CYP2C19 Supersomes, luciferin-H EGE luminescence, 30 min;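 active = CYP2C19 inhibition above a set limit at 5 µM in the primary screen, cut at about 50% in these data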;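 note: plate controls were negative control wells for no effect and 2.5 mM tranylcypromine positive control for full effect; values of inactives mirror those of a sister screen read the other way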
Active calls of the source: *; . = no result given; [ ] = dose if it differs, or a comment.

SMILES	HUVEC prolif 384	ERa coact pot	H69AR inhibit	CD11b adhes enh	CYP2C19 activ	CD11b adhes inh	ERa SRC1 inh	Fibroblast inh	CYP2C19 inhib
CN(C)C(CNC(=O)CCCOc1ccccc1)c1ccco1 (stereo not drawn)	.	.	.	-3	0.2	3	.	.	84*
O=C1CC(c2ccc3c(c2)OCO3)CN1 (stereo not drawn)	97	105	104	.	1	.	5	100	-2
COC(=O)c1ccc2c(=O)n(CCN3CCOCC3)c(=S)[nH]c2c1	85	107	100	5	0.9	-54	-6	98	12
COc1ccc(-c2ccc(SCC(=O)N3CCCC3)nn2)cc1OC	97	115[fluorescence artefact?]	86	0	1.1	1	-4	104	-6
COC(=O)/C=C1/S/C(=N/NC(=O)c2ccccc2)NC1=O	90	124	78	.	1.1	.	1	103	-9
c1ccc2sc(SCc3ccc(-c4nnco4)cc3)nc2c1	95	116	106	-6	0.2	21	1	100	79*
Cc1ccc2cc(C)c3nnc(SCC(=O)N4CCN(C(=O)c5ccco5)CC4)n3c2c1	98	93	70	-4	0.9	-6	13	96	10
CCC(C)NC(=O)c1ccc(COc2ccccc2Cl)cc1 (stereo not drawn)	103	103	72	-5	0.9	-1	5	97	12
O=C1NC2(CCCCC2)Cc2ccccc21	90	129	94	-4	0.7	-9	2	.	32
O=C(CCN1c2ccccc2Sc2ccccc21)OCC(=O)N1CCN(C(=O)c2ccco2)CC1	92	83	111	-3	0.8	7	-8	99	19
Cc1ccc(C2C=C(c3ccc4c(c3)OCO4)Nc3ncnn32)cc1 (stereo not drawn)	115	88	83	.	0.5	.	-1	.	49
O=C(COc1ccc(Br)cc1F)NC1CCN(Cc2ccccc2)CC1	.	.	.	-5	0.8	2	.	.	23

Only Fibroblast inh and CYP2C19 activ, for three of the compounds above:
| structure | Fibroblast inh | CYP2C19 activ |
| --- | --- | --- |
| CCC(C)NC(=O)c1ccc(COc2ccccc2Cl)cc1 (stereo not drawn) | 97 | 0.9 |
| O=C1NC2(CCCCC2)Cc2ccccc21 | . | 0.7 |
| O=C(CCN1c2ccccc2Sc2ccccc21)OCC(=O)N1CCN(C(=O)c2ccco2)CC1 | 99 | 0.8 |

Other records
SMILES	HUVEC prolif 384	ERa coact pot	H69AR inhibit	CD11b adhes enh	CYP2C19 activ	CD11b adhes inh	ERa SRC1 inh	Fibroblast inh	CYP2C19 inhib
O=C(Nc1ccc2c(c1)OCO2)C(c1ccc(Cl)cc1)N1CCC2(CC1)OCCO2 (stereo not drawn)	97	113	90	-5	0.5	-4	-1	.	52*
Cn1nc(C(F)(F)F)c(/C=N/OC(=O)c2ccccc2)c1SCc1ccccc1Cl	.	.	.	-3	0.6	-1	.	.	41
COc1cc(CNn2cnnc2)ccc1OCC(=O)NC1CCCCC1	99	106	90	-3	0.9	-1	3	90	13
COc1ccc(N2CCN(C(=O)CSc3ccccc3N)CC2)cc1	88	108[fluorescence artefact?]	56	-1	0.4	-12	-7	98	58*
Cn1c(SCC(=O)N(Cc2ccccc2)C(C)(C)C)nc2ccccc21	.	.	.	-3	0.5	-1	.	.	50*
COC(=O)c1ccccc1NC(=O)CCS(=O)(=O)c1ccc(Br)s1	85	110	90	-3	0.4	4	-4	86	62*
CCCN1Cc2cccc(C(=O)NCCCOC(C)C)c2C1=O	99	105[fluorescence artefact?]	98	-4	0.8	-8	9[fluorescence artefact?]	98	18
Cc1ccc(N2C(=O)[C@@H]3C(c4ccc(F)cc4)=NO[C@@H]3C2=O)cc1	98	103	98	-5	0.9	-6	0	97	13
CCS(=O)(=O)N1CCN(C(=O)c2ccc(-c3ccccc3)cc2)CC1	114	113	97	-4	1.1	11	-5	99	-14
CN(C)C(=O)N1CCCC(C(=O)NCc2ccccc2)C1 (stereo not drawn)	92	106	96	.	0.4	.	3	101	57*
COc1ccc(S(=O)(=O)NCc2ccc(C(=O)N3CCN(c4ccccn4)CC3)cc2)cc1	82	103	92	.	0.8	.	-4	85	20
COc1ccc(OC)c(-c2cc(C(=O)Nc3sc4c(c3C#N)CCC(C)C4)c3ccccc3n2)c1 (stereo not drawn)	.	.	.	93*	1	-10	.	.	0
CCOC(=O)C1=C(c2ccccc2)NC(SCC(=O)Nc2cccc(C)c2)=C(C#N)C1c1ccco1 (stereo not drawn)	.	.	.	6	0.4	4	.	.	60*
CN(c1ccccc1C(=O)NCc1ccccn1)S(C)(=O)=O	85	95	.	3	1	5	2	101	-4
CCc1ccc(CN2CCN(C(=O)c3cccc(OC)c3OC)CC2)cc1	89	101[fluorescence artefact?]	76	.	.	.	-5	90	.
Cc1ccc2c(c1)-c1c(cnn1CC(=O)NC(C)CCc1ccco1)CO2 (stereo not drawn)	97	110	89	6	0.5	-4	-7	97	46
COc1ccc(NC2=CC(=O)CC(C)(C)C2)cc1OC	83	89[fluorescence artefact?]	95	0	0.9	-6	19	110	11
Cc1[nH]c(-c2ccc3c(c2)OCO3)nc1C(=O)O	.	.	.	-5	0.9	14	.	.	6
Cc1cc(C)nc(SC2CCOC2=O)n1 (stereo not drawn)	98	105	109	-2	1.1	-5	-27	96	-7
CC(Cc1c[nH]c2ccccc12)NC(=O)C1CCCNC1=O (stereo not drawn)	93	109	92	-1	1.2	1	4[fluorescence artefact?]	108	-16
COc1ccc(S(=O)(=O)N[C@@H](Cc2ccc(Cl)cc2)C(=O)N2CC[C@@]3(O)CCCC[C@H]3C2)cc1	102	103	58	.	0.6	.	1	94	44
O=C(O)CCN1C(=O)NC2(CCCC2)C1=O	97	108	99	-3	1.1	-4	-10	89	-5
COc1ccc(CC(=O)Nc2cc(C)c3c(=O)oc4ccccc4c3n2)cc1	69	243*	22*	-3	1	-58	38	64	-1
CC(=O)Oc1ccc2nc(-c3cccs3)oc(=O)c2c1	109	91	99	.	0.9	.	3	104	12
c1ccc2c(N3CCCCC3)ncnc2c1	90	104	89	-4	0.8	6	-15	96	16
COCCN(CCOC)c1ncc(Cl)c(C(=O)c2c(C)cc3ccccn23)n1	93	103	44	0	0.1	-5	-7	85	90*
CCN1CCN(c2cc(C)c3cc(NC(=O)c4cncc(Br)c4)ccc3n2)CC1	23*	81[fluorescence artefact?]	42	-3	1.1	22	-10[fluorescence artefact?]	53	-9
Cc1nn(C)c(C)c1S(=O)(=O)N1CCC(C(=O)NC2CCCCCC2)CC1	95	127	106	-1	1.1	-15	1	90	-9
CCN1CCN(Cc2cc(=O)oc3cc4c(cc23)CCC4)CC1	86	99	76	-4	0.6	-17	-4	95	38
CCOC(=O)/C(=N/Nc1ccc(C)cc1)S(=O)(=O)c1ccc(Cl)cc1	106	101[fluorescence artefact?]	102	-5	0.3	15	-11	111	69*
COc1ccc(CCNC(=O)c2nnn(-c3ccc4c(c3)OCCO4)c2N)cc1OC	86	101	82	-3	0.6	-22	-6	101	38
COc1ccc(CNC(=O)CSc2nnnn2-c2ccccc2)cc1	88	130	89	-4	0.1	-3	-9	90	89*
O=C(O)c1ccccc1NS(=O)(=O)c1cccc(C(F)(F)F)c1	89	93	104	-5	0.4	-3	7	112	60*
CCOC(=O)c1c(C#N)c(SCC(=O)Nc2ccc(OC)cc2)nc2c1CN(CC)CC2	95	262*	70	2	0.5	0	-2	89	52*
COCCNC(=O)CN(CC1CCCO1)C(=O)CCC(=O)Nc1ccccn1 (stereo not drawn)	102	129	100	0	0.7	-11	-4	106	29
CCOc1cccc(-c2nnc3sc(COc4ccc(OC)cc4)nn23)c1	83	97[fluorescence artefact?]	51	.	0.8	.	25[fluorescence artefact?]	100	20
Cc1cc(C)cc(-n2nnnc2SCC(=O)Nc2nc(-c3ccc(Cl)cc3)cs2)c1	.	.	.	11	1	1	.	.	4
CCC(=O)Nc1nnc(SCC(=O)N2c3ccccc3CC2C)s1 (stereo not drawn)	76	122[fluorescence artefact?]	92	.	.	.	-5	37*	.
Cc1ccc(Cc2c(C)nc3nc(SCC(=O)NCCN4CCOCC4)nn3c2C)cc1	90	104	94	-4	1	0	-6	97	-3
COc1ccc(-n2c(=O)c3c4c(sc3n3c(C)nnc23)COC(C(C)C)C4)cc1 (stereo not drawn)	98	115	82	.	.	.	-14	101	.
O=C1CCCC2=C1C(c1ccccc1)C1=C(CCCC1=O)O2	88	106	111	5	0.9	-10	-1	102	5
CCSc1nnc(NC(=O)CCNS(=O)(=O)c2cc(Br)cnc2N)s1	88	87	39*	0	0.6	-6	-25	95	43
CCCS(=O)(=O)NCCc1cc2cc(C)c(C)cc2[nH]c1=O	90	105	86	.	.	.	-4	97	.
CC(C)CN1C(=O)c2ccccc2C1(O)Cc1ccccc1 (stereo not drawn)	95	106[fluorescence artefact?]	85	.	.	.	-11	108	.
CC1CCc2nc(NC(=O)CSc3nc4ccccc4o3)sc2C1 (stereo not drawn)	63	174	31*	-4	0.8	22	-25	88	22
CCC(=O)Nc1ccc(C(=O)CSc2nnc(-c3ccc(O)cc3)n2CC2CCCO2)cc1OC (stereo not drawn)	103	93	95	.	1	.	9	101	4
CCOc1ccccc1Nc1nnc(Cc2ccccc2Cl)c(=O)[nH]1	100	96	95	-1	0.7	9	6[fluorescence artefact?]	106	28
CCOc1cccc(NC(=O)CSc2nc(C)c3c(c2C#N)CCCC3)c1	93	193[fluorescence artefact?]	82	.	0.9	.	9[fluorescence artefact?]	98	14
CCOC(=O)C1CCCN(C2CC(=O)N(c3cccc(C)c3)C2=O)C1 (stereo not drawn)	102	131	100	-5	1	-10	6[fluorescence artefact?]	98	-3
CNc1c([N+](=O)[O-])cnn1-c1ccc(C)cc1	.	.	.	-1	0.8	-3	.	.	16
CC1=NN(Cc2ccccc2)C(=O)/C1=C\c1ccc(N(C)C)cc1	.	.	.	0	1	-15	.	.	-2
O=C1CCCc2ccccc2N1Cc1c(Cl)cccc1Cl	.	.	.	-2	0	2	.	.	96*
Cc1noc(C)c1CSc1nnc2sc3ccccc3n12	98	100[fluorescence artefact?]	91	-3	0.2	-4	1[fluorescence artefact?]	104	78*
Cc1nn2cc(-c3ccc(-c4ccccc4)cc3)nc2s1	108	115[fluorescence artefact?]	96	22	1	16	11[fluorescence artefact?]	114	4
O=C(NC(=S)Nc1ccc(N2CCOCC2)c(Cl)c1)C(c1ccccc1)c1ccccc1	.	.	.	3	0.9	-11	.	.	10
O=C(Nc1nnc(C2CC2)s1)c1ccncc1	96	113	101	.	0.8	.	-1	104	16
Cc1ccc(S(=O)(=O)Cn2nnnc2CN(Cc2ccco2)CC2CCCO2)cc1 (stereo not drawn)	102	85[fluorescence artefact?]	87	9	0.2	-6	6	100	84*
C/C(=C\C(=O)c1ccc(C)o1)Nc1ccc(C(=O)O)cc1C	98	92	99	1	1.1	-35	-12	95	-8
COc1ccc(-c2cc(C(F)(F)F)n3nc(C(=O)NCCCn4ccnc4)cc3n2)cc1	96	103	87	-1	0.2	9	3	97	83*
CN1C(=O)C2ON(c3ccccc3)C(c3cccs3)C2C1=O (stereo not drawn)	88	132	79	-1	0.4	-20	-10	106	59*
